# Screening results from PubChem.
# Yfh1-depleted yeast: enhancers of respiration in Yfh1-depleted yeast, dose response, Friedreich's ataxia, plus single-dose screen (AID 1465). one-dose fold induction at 50 µM; EC50 in µM for titrated hits. S. cerevisiae Yfh1-off respiration, WST-1 reduction, 72 h; higher fold induction means a stronger effect. hit rate 0.074% among 220,000;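 active = fold induction of absorbance versus untreated yeast above a set limit, then at least 30% activation at any dose in follow-up; inconclusive = repeats straddling the limit, or above it without dose testing; inactive = fold induction below the set limit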;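 also: activators that raise dye reduction in frataxin-depleted yeast; strong numbers were not always called active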
# AID2073: disruptors of CaV2.2 binding to Mint1 – biochemical, HTRF (AID 2073) | HTRF protein-protein interaction, Mint1-CaV2.2; higher % means a stronger effect | hit rate 0.19% among 290,000 | one-dose inhibition, % at 20 µM; IC50 in µM for titrated hits; in the data active = inhibition mostly above about 51%, no sharp cut-off; inconclusive = no clear call, values can overlap the other calls; inactive = mostly below about 53%; also: some results filed as inactive read as strong as hits
# HEK293 NOD2/NF-kB: NOD2 signaling inhibitors, cell-based, luminescence, uHTS, HEK293 (AID 1566). HEK293 NOD2/NF-kB luciferase reporter, luminescence; higher % means a stronger effect. one-dose inhibition, % at 4 µM; EC50 in µM for titrated hits. hit rate 0.63% among 290,000; also: many of its hits are not listed in these tables
# HIV peptide binding: cell-free HIV fusion peptide-binding blockers – biochemical, uHTS, fluorescence dequenching, primary screen (AID 1986); cell-free peptide binding, fluorescence dequenching, 30 min; higher % means a stronger effect; inhibition, % at 20 µM; hits with a dose series show IC50 in µM; hit rate 0.3% among 290,000; in the data active = inhibition mostly above about 52%, no sharp cut-off; inactive = mostly below about 76%; also: some results filed as inactive read as strong as hits
# NS5 inhibitors: Dengue-2 NS5 methyltransferase inhibitors, primary screen, biochemical, confirmation dose response (AID 588689); Dengue-2 NS5 methyltransferase capping enzyme assay, biochemical; higher % means a stronger effect; one-dose inhibition, % at 25 µM; IC50 in µM for titrated hits; hit rate 0.3% among 340,000; in the data active = a potency from the dose series; inconclusive = inhibition above about 29% without an active follow-up result
# KOR beta-arrestin-1: KOR antagonists, beta-arrestin recruitment, cell-based, luminescence, uHTS (AID 1778); KOR beta-arrestin recruitment, luminescence, antagonist mode; higher % means a stronger effect; inhibition, % at 10 µM; hits with a dose series show IC50 in µM; hit rate 0.091% among 290,000; also: strong numbers were not always called active
# West Nile virus CPE: West Nile virus antiviral activity, cell-based, CPE readout (AID 1621). West Nile virus-infected cells, CPE inhibition; higher % means a stronger effect. hit rate 0.02% among 290,000. one-dose CPE inhibition, % at 10 µM; IC50 in µM for titrated hits; in the data active = a potency from the dose series; inconclusive = CPE inhibition mostly from about 3.7% at the one dose, without a potency; inactive = the rest, 99 in 100 with CPE inhibition below about 2.2%; also: strong numbers were not always called active
# KOR beta-arrestin-2: KOR agonists, beta-arrestin recruitment, primary screen, cell-based, luminescence, uHTS (AID 1777) | hit rate 0.02% among 280,000 | activation, % at 10 µM, or EC50 in µM where a hit was titrated | KOR beta-arrestin recruitment, luminescence; higher % means a stronger effect; in the data active = activation above about 50%, passing the limit was not always enough; also: a part of the inactive calls stands beside numbers as strong as those of hits
# NOD1 NF-kB reporter: inhibition of NOD1-driven NF-kB reporter – cell-based, luminescence, uHTS, primary screen (AID 1578). NOD1-driven NF-kB luciferase reporter cells, luminescence; higher % means a stronger effect. one-dose inhibition, % at 4 µM; EC50 in µM for titrated hits. hit rate 1% among 290,000; in the data active = inhibition mostly above about 36%, no sharp cut-off; inactive = mostly below about 34%;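 also: HEK-293T reporter cells stimulated with the NOD1 agonist gamma-tri-DAP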
# Starred values were filed as active, the others as inactive; i = inactive; ? = inconclusive; . = not tested or not shown; [ ] = another dose, or the depositor's remark. Rule as the data show it, unless noted: active = inhibition above about 50%; inactive = the rest. An excerpt, so the mix of outcomes need not match the whole.
1: COc1ccccc1/C=N/NC(=O)CN(C1=NS(=O)(=O)c2ccccc21)c1ccccc1
2: O=c1c(Cc2c(F)cccc2Cl)c(O)ccn1Cc1ccc2c(c1)OCO2
3: CCOc1ccc(NC(=O)NC2CCCCCCC2)cc1
4: Cc1noc(NS(=O)(=O)c2ccc(NC(=O)c3ccc(Br)o3)cc2)c1C
5: O=C(Cn1c(NCCO)nc2ccccc21)c1ccc(Cl)cc1Cl

Screen / compound no.	1	2	3	4	5
Yfh1-depleted yeast	i	i	.	i	.
AID2073	-2.5%	3.8%	6.6%	-3.6%	-2.7%
HEK293 NOD2/NF-kB	-11.7%	-22.4%	-63.8%	21.2%	-3.1%
HIV peptide binding	-0.1%	0.0%	-1.7%	2.3%	1.2%
NS5 inhibitors	-0.7%	-2.3%	-3.6%	-8.1%	-3.3%
KOR beta-arrestin-1	4.2%	-20.0%	8.9%	20.0%	-1.4%
West Nile virus CPE	0.0%	-0.3%	-1.1%	0.3%	-1.0%
KOR beta-arrestin-2	0.8%	-0.7%	-0.7%	1.5%	-5.3%
NOD1 NF-kB reporter	34.7%	22.8%	-68.9%	.	-1.2%

6: COc1ccccc1CNS(=O)(=O)c1ccc2c(c1)CC(C)N2C(=O)C1CCC1 (configuration not stated)
7: O=C(O)c1ccc(S(=O)(=O)c2ccc3c(c2)C(=O)N(c2ccc(Br)cc2)C3=O)cc1
8: COc1ccc(N2CCC(CNS(=O)(=O)c3cccc(C(F)(F)F)c3)C2)cc1 (configuration not stated)
9: COc1ccc(/C=N/Nc2nc(C)nc(N)n2)cc1
10: CN1CCN(C(=O)c2ccc3c(c2)N(Cc2ccc(F)cc2)C(=O)c2ccccc2S3=O)CC1 (configuration not stated)

Screen / compound no.	6	7	8	9	10
Yfh1-depleted yeast	.	.	i	.	.
AID2073	13.4%	3.8%	-35.9%	13.0%	7.3%
HEK293 NOD2/NF-kB	37.3%	8.7%	-5.0%	-5.3%	14.8%
HIV peptide binding	0.4%	12.1%	1.0%	-0.6%	-0.1%
NS5 inhibitors	-1.8%	-1.7%	-6.9%	0.7%	-5.5%
KOR beta-arrestin-1	3.6%	27.2%	6.4%	19.9%	5.9%[20 µM]
West Nile virus CPE	-0.9%	-0.6%	-0.2%	0.2%	-0.7%
KOR beta-arrestin-2	-1.5%	-3.5%	2.3%	-2.5%	.
NOD1 NF-kB reporter	16.3%	-8.2%	-13.3%	-2.6%	-11.5%

11: Cc1cc(NC(=O)Nc2ccccc2[N+](=O)[O-])no1
12: CC(C)(C)C(=O)/C=c1\s/c(=C\c2ccc(-c3ccc([N+](=O)[O-])cc3)o2)c(=O)n1CC(=O)NC(N)=O
13: O=C(NCc1ccc(Cl)cc1Cl)C1CC(=O)N(Cc2ccccc2)C1 (configuration not stated)
14: CCOC(=O)C1CCCN(C(=O)c2cc3cc(F)ccc3[nH]2)C1 (configuration not stated)
15: CCc1cc2c(=O)nc3n(c2s1)Cc1ccccc1/C3=C(/O)c1ccccc1Cl

Screen / compound no.	11	12	13	14	15
Yfh1-depleted yeast	i	i	i	.	.
AID2073	-1.4%	36.6%	-4.9%	-3.8%	?
HEK293 NOD2/NF-kB	4.2%	-17.6%	10.4%	-13.0%	-28.5%
HIV peptide binding	-0.4%	76.8%*	0.8%	-0.8%	20.5%
NS5 inhibitors	5.0%	?	0.0%	4.9%	6.2%
KOR beta-arrestin-1	-45.8%[20 µM]	-4.5%	1.0%	-30.4%	-10.3%
West Nile virus CPE	-1.0%	1.4%	-0.6%	-0.6%	.
KOR beta-arrestin-2	-3.8%	-2.2%	0.4%	0.2%	14.2%
NOD1 NF-kB reporter	-27.6%	35.4%	-29.0%	-8.6%	-41.8%

16: Cc1ccc(CSCc2ccc(C(=O)NCCC(C)C)o2)cc1
17: CC(C)C(=O)NC(NC1CCS(=O)(=O)C1)C(Cl)(Cl)Cl (configuration not stated)
18: CCN(CC)c1ccc2c(O)cc(=O)oc2c1
19: CCN1CCN(CCCNC(=O)c2cc3c(s2)-c2ccccc2OC3)CC1
20: COc1ccc(C(=O)NCCC(C)C)cc1S(=O)(=O)N1CCOCC1

Screen / compound no.	16	17	18	19	20
Yfh1-depleted yeast	.	i	i	.	i
AID2073	20.3%	-10.0%	11.4%	45.8%	?
HEK293 NOD2/NF-kB	26.8%	-17.9%	-1.4%	21.9%	2.3%
HIV peptide binding	-0.6%	0.4%	2.7%	-1.2%	0.4%
NS5 inhibitors	-1.3%	-2.3%	-0.7%	-6.2%	-5.0%
KOR beta-arrestin-1	19.1%	-11.7%[20 µM]	-25.0%	-53.1%	13.7%
West Nile virus CPE	-1.5%	2.0%	-0.2%	35.2%	-0.7%
KOR beta-arrestin-2	0.9%	-2.4%	-0.6%	2.2%	-2.1%
NOD1 NF-kB reporter	-5.7%	-26.8%	-24.3%	-20.7%	-13.2%

21: O=C(OCC(=O)N1c2ccccc2Sc2ccccc21)c1cccnc1
22: O=C(NNC(=O)C1C2C=CC(C2)C1C(=O)O)c1ccccc1 (configuration not stated)
23: Cc1cccc(N(CC(=O)Nc2ccc(F)cc2)S(C)(=O)=O)c1
24: Cc1ccccc1NC(=O)Cn1c(=O)sc2ccccc21
25: CCC(C(=O)OC)n1cnc2c(nnn2-c2ccc(OC)cc2)c1=O (configuration not stated)
26: CC(C)(C)NC(NC(=O)Cc1ccccc1)C(Cl)(Cl)Cl (configuration not stated)
27: O=C(Nc1nnc(CCc2ccccc2)s1)c1ccc(F)cc1

Screen / compound no.	21	22	23	24	25	26	27
Yfh1-depleted yeast	i	.	i	i	i	i	.
AID2073	-2.2%	0.1%	14.0%	27.2%	6.9%	-7.6%	25.7%
HEK293 NOD2/NF-kB	11.4%	-1.1%	5.9%	-9.1%	-5.0%	15.0%	6.7%
HIV peptide binding	0.9%	-2.2%	5.0%	-1.5%	4.8%	-1.3%	1.8%
NS5 inhibitors	0.9%	-2.4%	-2.0%	-3.7%	-1.6%	2.5%	2.3%
KOR beta-arrestin-1	-4.2%	0.2%	-5.4%	-6.6%[20 µM]	1.1%	-4.2%	-33.5%[20 µM]
West Nile virus CPE	0.2%	-0.2%	-0.4%	-0.8%	-0.4%	0.2%	-0.3%
KOR beta-arrestin-2	0.3%	-3.4%	-0.7%	.	1.1%	0.8%	-3.7%
NOD1 NF-kB reporter	-32.6%	-23.2%	-3.5%	-28.0%	-22.6%	9.2%	-5.6%

# Given as tab-separated lines: entries from further up.
no.	Compound	Yfh1-depleted yeast	AID2073	HEK293 NOD2/NF-kB	HIV peptide binding	NS5 inhibitors	KOR beta-arrestin-1	West Nile virus CPE	KOR beta-arrestin-2	NOD1 NF-kB reporter
17	CC(C)C(=O)NC(NC1CCS(=O)(=O)C1)C(Cl)(Cl)Cl (configuration not stated)	i	-10.0%	-17.9%	0.4%	-2.3%	-11.7%[20 µM]	2.0%	-2.4%	-26.8%
18	CCN(CC)c1ccc2c(O)cc(=O)oc2c1	i	11.4%	-1.4%	2.7%	-0.7%	-25.0%	-0.2%	-0.6%	-24.3%
19	CCN1CCN(CCCNC(=O)c2cc3c(s2)-c2ccccc2OC3)CC1	.	45.8%	21.9%	-1.2%	-6.2%	-53.1%	35.2%	2.2%	-20.7%
20	COc1ccc(C(=O)NCCC(C)C)cc1S(=O)(=O)N1CCOCC1	i	?	2.3%	0.4%	-5.0%	13.7%	-0.7%	-2.1%	-13.2%
21	O=C(OCC(=O)N1c2ccccc2Sc2ccccc21)c1cccnc1	i	-2.2%	11.4%	0.9%	0.9%	-4.2%	0.2%	0.3%	-32.6%
22	O=C(NNC(=O)C1C2C=CC(C2)C1C(=O)O)c1ccccc1 (configuration not stated)	.	0.1%	-1.1%	-2.2%	-2.4%	0.2%	-0.2%	-3.4%	-23.2%
23	Cc1cccc(N(CC(=O)Nc2ccc(F)cc2)S(C)(=O)=O)c1	i	14.0%	5.9%	5.0%	-2.0%	-5.4%	-0.4%	-0.7%	-3.5%
24	Cc1ccccc1NC(=O)Cn1c(=O)sc2ccccc21	i	27.2%	-9.1%	-1.5%	-3.7%	-6.6%[20 µM]	-0.8%	.	-28.0%
